FBW7 act: activators of human E3 ligase FBW7 | AlphaScreen FBW7–phospho-cyclin E peptide binding, activator screen | normalized activity (activation), % at 26.1 µM | hit rate 0.13% among 650,000 | Q969H0; in the data active = normalized activity above about 1.9%;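 note: purified mutant Fbw7 with reduced substrate affinity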
MITF primary: inhibitors of human MITF | AlphaScreen MITF homodimerization, bead proximity signal | inhibition, % at 2.6 µM | hit rate 0.91% among 650,000 | AID 1259374; in the data active = inhibition above about 50%;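 note: 0% = vehicle wells with protein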
Target sequence (O75030 whole entry, looked up): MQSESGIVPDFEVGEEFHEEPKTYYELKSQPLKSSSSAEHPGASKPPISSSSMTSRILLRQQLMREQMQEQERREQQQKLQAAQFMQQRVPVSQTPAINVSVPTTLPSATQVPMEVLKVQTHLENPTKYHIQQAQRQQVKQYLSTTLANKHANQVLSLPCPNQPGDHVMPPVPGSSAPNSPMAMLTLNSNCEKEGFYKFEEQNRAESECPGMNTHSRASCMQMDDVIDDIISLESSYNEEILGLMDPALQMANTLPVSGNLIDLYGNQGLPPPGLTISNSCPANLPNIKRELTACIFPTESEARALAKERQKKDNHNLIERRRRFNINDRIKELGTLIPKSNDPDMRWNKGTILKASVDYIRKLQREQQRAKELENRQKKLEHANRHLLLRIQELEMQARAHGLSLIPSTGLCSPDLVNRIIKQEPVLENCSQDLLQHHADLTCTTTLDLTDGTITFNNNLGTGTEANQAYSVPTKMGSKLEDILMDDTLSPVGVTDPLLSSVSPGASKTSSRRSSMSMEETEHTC
TEAD-YAP inh: TEAD-YAP interaction inhibition | HEK-TIYL cells, TEAD-Gal4/YAP UAS-luciferase luminescence | inhibition, % at 9.12 µM | hit rate 1.4% among 640,000 | AID 1259422; in the data active = inhibition above about 32%;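 note: 0% = median of test compound wells and 100% = reference inhibitor wells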
GPR151 ag: activators of human GPR151; Q8TDV0; PathHunter beta-arrestin GPR151 cells, luminescence; activation, % at 11.2 µM; hit rate 1% among 650,000; AID 1508602; in the data active = activation above about 4.9%;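 note: 0% = median of compound wells and 100% = cells with positive control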
Target sequence (Q8TDV0 whole entry, looked up): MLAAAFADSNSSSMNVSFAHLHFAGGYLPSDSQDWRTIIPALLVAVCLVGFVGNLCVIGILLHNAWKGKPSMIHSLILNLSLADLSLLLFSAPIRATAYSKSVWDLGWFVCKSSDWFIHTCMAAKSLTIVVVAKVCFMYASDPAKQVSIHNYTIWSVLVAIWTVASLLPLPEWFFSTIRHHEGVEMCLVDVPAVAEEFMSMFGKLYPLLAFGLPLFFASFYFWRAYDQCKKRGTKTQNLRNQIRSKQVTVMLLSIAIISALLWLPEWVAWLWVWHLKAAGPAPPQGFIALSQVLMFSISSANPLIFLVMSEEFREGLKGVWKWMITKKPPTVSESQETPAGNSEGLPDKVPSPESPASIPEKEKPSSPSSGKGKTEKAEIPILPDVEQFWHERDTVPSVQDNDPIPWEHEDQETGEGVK
Starred values were filed as active, the others as inactive; / = no result given; & = joins results of further samples.

SMILES	FBW7 act	MITF primary	TEAD-YAP inh	GPR151 ag
Cc1nn(C)cc1CN(C)C(=O)c1ccc(OC2CCN(Cc3ccccn3)CC2)cc1	0.2	1.2	7.7	-0.8
CCN1CCN(C(=O)CN(c2ccccc2)S(=O)(=O)c2ccccc2[N+](=O)[O-])CC1	-0.2	16.2	-3.9	-1.1
COc1cc(/C=C2\N=C(c3ccccc3F)OC2=O)cc(I)c1OC(C)=O	-0.1	1.2	4.7	4.3
O=C(N1CCC(c2ccncc2)CC1)C1(c2cccc(F)c2)CCCC1	-0.2	-10.8	-7.6	0.8
COc1ccc(CNC(=O)C(=O)NC2CCCCC2)cc1	1.0	2.9	-7.5	-1.2
Cc1noc(C)c1-c1ccc(C(=O)NCCO)s1	-0.2	-8.3	2.6	-0.5
CCOc1ccc(CC(=NCC(=O)O)C2=C(O)CC(C)(C)CC2=O)cc1OCC	0.0	-0.9	-5.2	0.3
Cc1cc(/C=C2/SC(=O)N(C)C2=O)c(C)n1-c1cccc(F)c1	0.0	6.2	-7.6	0.8
COC(=O)c1cc(C(=O)c2c(C)cc3ccccn23)cc([N+](=O)[O-])c1	-0.5	13.1	5.0	-0.8
Cn1ccsc1=NC(=O)Cc1c(F)cccc1Cl	0.0	5.2	6.3	-1.7
CSc1ccc(C=C2C(=O)c3ccccc3C2=O)cc1	-0.1	-0.2	6.2	0.2
CCC(=O)O[C@]1(C(=O)CCl)[C@@H](C)C[C@H]2[C@@H]3CCC4=CC(=O)C=CC4(C)[C@@]3(F)[C@@H](O)CC21C (some centres undefined)	0.1	-5.7	/	1.9
NS(=O)(=O)c1ccc(NC(=O)Cc2noc3ccccc23)cc1	-0.3	-8.3	1.5	-1.0
CC(Cl)C(=O)NC(C)c1ccccc1 (centres undefined)	-0.1	-0.4	-3.8	0.0
C=CCn1cnc2sc(-c3ccccc3)cc2c1=O	-0.1	4.7	-62.2	0.5
NC(=NCC(=O)Nc1ccc(Br)cc1)C(Cl)(Cl)Cl	0.1	-2.9	1.4	1.2
Cc1cc(Cl)ccc1OCCNC(=S)NC(=O)c1cncc(Br)c1	0.3	13.6	5.0	0.5
CCOC(=O)c1c(NC(=O)CC2Nc3ccccc3NC2=O)sc2c1CCC(C)C2 (centres undefined)	0.0	2.6	-6.1	-0.5
NS(=O)(=O)c1ccc(NC2CCCc3ccccc32)c([N+](=O)[O-])c1 (centres undefined)	-0.1	-4.2	-9.2	-1.6
COc1ccccc1NC(=O)CSc1nc2n[nH]c(C)c2c(=N)n1-c1ccc(C)c(Cl)c1	-0.1	3.2	-3.1	0.6

2 entries drawn at random from those above:
SMILES	FBW7 act	MITF primary	TEAD-YAP inh	GPR151 ag
Cc1cc(/C=C2/SC(=O)N(C)C2=O)c(C)n1-c1cccc(F)c1	0.0	6.2	-7.6	0.8
CC(Cl)C(=O)NC(C)c1ccccc1 (centres undefined)	-0.1	-0.4	-3.8	0.0

Part of the list above in order of number of heavy atoms, smallest number first.
SMILES	FBW7 act	MITF primary	TEAD-YAP inh	GPR151 ag
CC(Cl)C(=O)NC(C)c1ccccc1 (centres undefined)	-0.1	-0.4	-3.8	0.0
COc1ccc(CNC(=O)C(=O)NC2CCCCC2)cc1	1.0	2.9	-7.5	-1.2
Cc1cc(/C=C2/SC(=O)N(C)C2=O)c(C)n1-c1cccc(F)c1	0.0	6.2	-7.6	0.8
Cc1cc(Cl)ccc1OCCNC(=S)NC(=O)c1cncc(Br)c1	0.3	13.6	5.0	0.5
O=C(N1CCC(c2ccncc2)CC1)C1(c2cccc(F)c2)CCCC1	-0.2	-10.8	-7.6	0.8
Cc1nn(C)cc1CN(C)C(=O)c1ccc(OC2CCN(Cc3ccccn3)CC2)cc1	0.2	1.2	7.7	-0.8

(continued)
SMILES	FBW7 act	MITF primary	TEAD-YAP inh	GPR151 ag
COc1cc2c(cc1OC)C1(Nc3c-2c(C)nn3-c2ccccc2)C(=O)Nc2ccccc21 (centres undefined)	0.0	10.9	0.9	0.8
S=C(NCCCN1CCOCC1)Nc1ccc(Br)cc1	-0.1	-1.2	-2.4	3.1
Cc1onc(-c2ccccc2Cl)c1C(=O)N1CCN(c2ccc([N+](=O)[O-])c(N3CCOCC3)c2)CC1	0.1	-0.5	5.9	-0.3
COc1ccc(-c2nc(Nc3cc(C)cc(C)c3)c3ccccc3n2)cc1OC	-0.1	-9.2	-9.4	2.4
Cc1cc(NC(=O)C(C)(C)C)nc2c1c(=O)oc1ccccc12	0.4	16.9	7.5	0.2
Cc1ccccc1N1C(=O)C2C3CC(C(Br)C3Br)C2C1=O (centres undefined)	-0.2	3.6	-2.7	0.0
CCOC(=O)c1cc(C)sc1NC(=O)/C=C/c1ccccc1	0.0	7.0	-12.9	-0.1
O=[N+]([O-])c1ccc(NCCNS(=O)(=O)c2ccc(Br)cc2)cc1	0.0	1.0	0.9	0.5
CCOC(=O)c1ccc(NC(=O)CN2CCC(c3nc4ccc(Cl)cc4[nH]3)CC2)cc1	0.1	2.3	4.3	1.2
Cc1noc(C)c1-c1cncc(C(=O)NCCCN2CCCC2=O)c1	0.1	-2.5	-8.4	-1.1
CC1Sc2cc(S(=O)(=O)C(C)CC(=O)NCCc3ccccc3)ccc2NC1=O (centres undefined)	-0.1	-3.7	-5.3	4.4
CCCCCCc1cc2cc(-c3csc(NC(=O)CCC(=O)N4CCc5ccccc5C4)n3)c(=O)oc2cc1O	0.2	14.9	-7.3	-0.3
COC(=O)Cn1c(C)c(C#N)c2ccccc21	0.1	21.7	6.2	0.3
C=CCN(CC=C)S(=O)(=O)c1ccc(N)cc1	0.1	7.0	7.0	-0.5
COc1ccccc1N(CC(=O)NCc1ccccn1)S(C)(=O)=O	-0.1	-4.3	-3.2	0.4
CN1CCN(C(=O)c2ccc(-c3cncc(C(=O)NCc4ccccc4)c3)cc2)CC1	-0.1	-3.6	5.9	-1.0
CCOC(=O)c1c(NC(=O)CSc2nnc(CNC(=O)COc3ccccc3)n2Cc2ccccc2)sc2c1CCCC2	0.1	6.8	5.5	-2.0
COc1ccc(/C=C(\C#N)C(=O)NCC2CCCO2)cc1C (centres undefined)	0.0	-2.3	-10.6	0.8
N#Cc1c(NC(=S)NC(=O)c2ccccc2I)sc2c1CCCCCC2	0.2	0.6	1.0	0.8
COc1cccc(C(=O)NC(C)c2nnc3n2CCN(Cc2ccccc2OC)CC3)c1 (centres undefined)	-0.1	10.6	1.4	0.7
N#CC1=C(N)N(c2c(F)cccc2F)C2=C(C(=O)CCC2)C1c1ccccc1 (centres undefined)	-0.1	-1.1	-5.0	-1.0
CCCC(=O)NNC(=O)c1ccc([N+](=O)[O-])cc1	-0.1	-1.4	9.7	1.6
N#Cc1c(NC(=O)c2noc3c2CCCC3)sc2c1CCCC2	0.3	2.5	-15.3	-1.5
CC(Cn1cncn1)NCc1c(C(=O)N2CCc3ccccc3C2)nc2ccc(Cl)cn12 (centres undefined)	-0.1	5.2	1.2	-1.5
O=C1C2C(C(=O)N1/N=C/c1ccccc1)C1C=CC2C12CC2 (centres undefined)	0.2	7.8	1.7	4.7
Cc1ccc2c(c1)-c1c(cnn1CC(=O)NC(C)c1ccccc1)CO2 (centres undefined)	-0.1	9.1	4.2	0.8
Cc1nnc(SCC(=O)NC(C)c2ccccc2)[nH]c1=O (centres undefined)	-0.2	1.3	-1.4	0.1
CCCOc1ccc2oc(=O)c3c(c2c1)CCCN3C(=O)CN(C)Cc1ccccc1	0.2	3.1	4.5	0.7
Cc1ccc(CN2CCN3C(=O)[C@@H](CO)NC(=O)[C@H]3C2)cc1	-0.2	-5.8	2.7	0.2
COc1ccc2oc(=Nc3ccccc3C)c(C(N)=O)cc2c1	0.0	11.6	-56.0	-0.4
COC(=O)[C@@H]1CCCN1C(=O)Cc1ccc(N2CCC(NCc3cc(C)no3)CC2)cc1	0.1	22.8	8.9	-1.1
CN(C)c1ccc(/C=N/NC(=O)Cc2n[nH]c(=O)[nH]c2=O)cc1	0.1	14.8	5.9	-1.5
COc1ccccc1CN1CCN(C(=O)c2cccnc2)CC1	0.0	57.4*	-0.2	0.8
Cc1ccc(C(=O)N=c2sc3cc(Cl)ccc3n2C)cc1	0.2	-1.6	-17.4	-0.2
Cc1cc(C)cc(NC(=O)Nc2nnc(N3CCCCC3)s2)c1	0.0	-1.4	0.4	3.2
COc1ccccc1CC(=O)NC1CCCCCC1	-0.1	-8.6	0.4	0.1
O=C(Nc1nc(NC(=O)c2ccccc2)nc(NC(=O)c2ccccc2)n1)c1ccccc1	-0.3	3.7	3.3	-0.1
CC1=C(C#N)C(=O)NC(=O)/C1=C\c1ccc(-c2cc(C)c(C)cc2[N+](=O)[O-])o1	-0.1	20.6	11.0	0.1
CCOC(CNC(=O)CSCc1nc(-c2ccc(Cl)cc2)oc1C)OCC	0.1	14.1	9.4	0.2
Cc1cccc(N2CCN(S(=O)(=O)c3cc(C(=O)Nc4ccc(C(C)C)cc4)ccc3F)CC2)c1C	-0.1	-2.1	5.7	-2.1
C/C(=N\N=C(N)N)c1ccc(S(=O)(=O)NCc2ccco2)cc1	0.0	5.6	12.7	1.3
O=C(O)C(CO)NS(=O)(=O)c1ccc(F)cc1 (centres undefined)	0.0	-10.3	-0.5	1.1
COc1ccc(S(=O)(=O)N(CC(=O)N2CCCC2)c2ccccc2)cc1OC	0.0	7.6	3.6	0.2
CCC(=O)Nc1ccc(NC(=S)NC(=O)/C=C/c2cccc([N+](=O)[O-])c2)cc1	0.3	7.1	18.9	0.2
CSc1ccccc1NC(=O)CN1C(=O)NC(C)(c2ccc(C)cc2)C1=O (centres undefined)	0.0	12.8	-5.0	0.3
Nc1ncc(Cc2ccccc2)s1	-0.1	-6.7	3.5	0.7
CC(C)n1c(N2CCOCC2)nc2c(NCCCN3CCCC3=O)ncnc21	0.0	-3.1	4.9	0.7
Nc1nnc(SCC(=O)NCc2ccco2)n1CC(=O)NCc1ccco1	0.0	9.2	6.4	0.5
CCOc1ccc(C(CC(=O)O)NC(=O)c2ccc(C)c([N+](=O)[O-])c2)cc1OC (centres undefined)	-0.1	4.6	2.0	-0.2
O=C(NC1Cc2ccccc2C1)c1ccc(OC2CCN(C(=O)C3CC3)CC2)cc1	0.1	6.5	4.1	8.1*
O=C(c1c(F)cccc1F)N1CCC2(CC1)Nc1ccccc1-n1cccc12	-0.3	-3.9	-2.1	1.4
CCOc1ccc(-c2[nH]nc3c2C2(C(=O)Nc4ccc(C)c(Br)c42)C(C#N)=C(N)O3)cc1 (centres undefined)	0.1	-9.0	-5.5	0.0
CCOc1cc(C=C2C(=O)NC(=O)NC2=O)ccc1OC	0.1	12.0	14.2	-1.5
CCOc1ccc(-n2cc(-c3ccccc3)c3c(NCCOCCO)ncnc32)cc1	-0.2	-5.2	5.9	0.2
COc1ccc(OC)c(C2CC(c3c(-c4ccccc4)c4cc(Cl)ccc4[nH]c3=O)=NN2C(=O)CCC(=O)O)c1 (centres undefined)	0.3&-0.1	7.7&24.0	6.8&1.0	0.8&1.9
COc1cccc(-n2c(O)c(C3OC(=O)c4ccccc43)c(=O)[nH]c2=O)c1 (centres undefined)	0.0	-5.7	-2.6	2.9
O=C(NC1CCN(C(=O)[C@H](O)COc2ccc(Br)cc2)CC1)c1ccncc1	-0.1	10.3	11.7	0.8
O=c1[nH]c2cc(C(F)(F)F)ccc2n1-c1cc(C(F)(F)F)ccc1O	0.0	11.7	13.4	-1.3
CCCCn1c(-c2nn(C)c(C)c2Br)n[nH]c1=S	-0.1	1.6	1.3	-0.2
CCOC(=O)C1=C(O)/C(=C\c2sccc2C)N=C1C	-0.2	-11.3	-4.9	0.0
More records.
SMILES	FBW7 act	MITF primary	TEAD-YAP inh	GPR151 ag
COc1ncccc1C(=O)NC1CCCCC1N1C(=O)CSC1=O (centres undefined)	0.1	2.4	6.7	-0.8
O=C(CC12CC3CC(CC(C3)C1)C2)Nc1ccc(N2CCOCC2)cc1	1.0	16.6	5.2	-1.6
O=C(Nc1ccc(F)cc1F)N1CCN(c2cnccn2)CC1	0.1	13.4	-3.4	-0.1
O=C(O)CC1(Cc2nc3ccccc3s2)CCCC1	0.1	-0.2	-0.3	-0.5
c1ccc(-c2nnc3ccc(NCc4cccnc4)nn23)cc1	-0.1	-5.2	-1.4	-0.5
Fc1ccc2nc(NCc3ccccc3)sc2c1	-0.1	-10.6	-51.9	-1.3
CCCN(CCC)C(=O)c1c[nH]c2ccc(S(=O)(=O)N(C)c3ccc(F)cc3)cc2c1=O	-0.3	16.4	4.3	-0.3
CC(N)C(=O)N1CCOCCOCCN(C(=O)C(C)N)CCOCCOCC1 (centres undefined)	0.2	7.4	0.0	1.0
Cc1ccc(N=C2NC(=O)/C(=C\c3ccc(OCC(C)C)cc3)S2)cc1	0.3	7.8	-2.9	-0.8
C/C(=N/N1CCN(c2ccccc2)CC1)c1ccc(Cl)cc1	-0.2	-7.5	-20.5	-0.7
c1ccc(Nc2nc(N3CCc4ccccc4C3)nc3c2ncn3-c2ccccc2)cc1	-0.1	-0.8	-72.9	-0.2
Cc1cccc(-c2nc3ccccc3c3nncn23)c1	-0.1	3.8	1.3	4.0
COc1ccc(/C=C(/C#N)c2ccccc2F)c(OC)c1	0.0	11.9	-15.9	-0.5
COCc1cc(C)nc2sc3c(=O)oc(-c4ccco4)nc3c12	0.0	0.3	2.6	-0.5
COC(=O)C1(C(=O)OC)CC1(C(=O)OC)C(=O)OC	-0.1	15.1	8.6	-1.2

Compound activity: PubChem, The Scripps Research Institute Molecular Screening Center
